Bioassay records from PubChem BioAssay.
Glioma ERSR ind – induces the endoplasmic reticulum stress response in human glioma cells; U87-MG GRP78 promoter luciferase reporter, 16 h; Potency, µM, without a hit: at the highest dose activation, usual class: activators; hit rate 0.02% among 420,000; AID 602332; further: potency means the concentration at half of the fitted maximal effect; series mostly up to about 76 µM; % of control where 0% means no effect; nearly all actives have a fitted effect of over 35% in size
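Stably transfected U87-MG glioma cells carrying a GRP78-based luciferase sensor; 16 h compound incubation. Luminescence end-point read 10 min after Bright-Glo addition at room temperature.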
POLB inh – blocks human DNA polymerase beta activity; Pol beta primer extension/strand displacement, fluorescence kinetic; Potency, µM (doses to about 114 µM), inactives show at the top dose activity change, negative = inhibition, most hits filed as inhibitors; hit rate 1.3% among 340,000; AID 485314; further: potency means the concentration at half of the fitted maximal effect; on the % scale 0 is the no-effect control and ±100 the full control effect
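Human Pol beta at 10 nM; strand-displacement substrate 50 nM final. Compound exposure 15 min at room temperature before start, reaction 10 min at room temperature.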
APE1 inh – blocks human APE1 abasic DNA cleavage. P27695. recombinant APE1, TAMRA/BHQ-2 abasic DNA cleavage fluorescence. Potency, µM (titrated, usually from 65.8 µM), for the others: top-dose activity change, negative = inhibition, hits mostly inhibitors. hit rate 0.35% among 350,000. AID 2517;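 further: potency means the concentration at half of the fitted maximal effect; plate controls were vehicle for no effect and reference inhibitor for full effect; nearly all actives have a fitted effect of over 55% in size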
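Enzyme (0.75 nM final) and test compound are incubated 15 min at room temperature before adding 50 nM quenched THF abasic-site duplex. Cleavage dequenches TAMRA, followed at 525/598 nm over three reads one minute apart.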
LDHA block – blocks human lactate dehydrogenase A | hit rate 0.15% among 480,000 | AID 1347041 | activity change, % (values are at about 110 or 230 µM) | purified LDHA, NADH/diaphorase-resazurin fluorescence; stronger effect = lower value; in the data active means activity change below about -30%; inconclusive means mostly about -25% to -30%;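 further: plate controls were DMSO wells for no effect and wells without enzyme for full effect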
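Resorufin fluorescence (ex540/em590), read at 0 and 20 min after diaphorase/resazurin addition, reports the NADH left after a 5 min room-temperature reaction of 2 nM human LDH5 with 0.06 mM NADH and 0.2 mM pyruvate.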
POLH inh – inhibitors of human DNA polymerase eta | Q9Y253 | recombinant Pol eta, fluorescent DNA replication assay | Potency, µM (series often up to 114 µM), inactives show top-dose activity change, negative = inhibition, usual class: inhibitors | hit rate 1.2% among 390,000 | AID 588591; further: potency means the concentration at half of the fitted maximal effect; on the % scale 0 is the no-effect control and ±100 the full control effect
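Pol eta at 10 nM preincubated with compounds 15 min at room temperature; reaction started with fluorescent substrate (50 nM final) and read kinetically at 0 and 10 min.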
Pol iota inh – DNA polymerase iota (human) inhibition | Q9UNA4 | Pol iota fluorescent replication assay, 10 min | Potency, µM (highest dose often 115 µM), for inactives: top-dose activity, negative = inhibition, actives largely listed as inhibitors | hit rate 1% among 390,000 | AID 588590; further: potency means the concentration at half of the fitted maximal effect
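Pol iota at 10 nM preincubated 15 min with compounds at room temperature; reaction started with fluorescent substrate, 50 nM final. Fluorescence read kinetically at 0 and 10 min; buffer-only wells as negative control.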
Pol kappa inh – DNA polymerase kappa (human) inhibition; Q9UBT6; purified Pol kappa, fluorescent DNA synthesis assay, 10 min; Potency, µM (titrated, usually from 107 µM), for the others: at the highest dose activity, negative = inhibition, actives largely listed as inhibitors; hit rate 0.53% among 400,000; further: potency means the concentration at half of the fitted maximal effect; on the % scale 0 is the no-effect control and ±100 the full control effect
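Enzyme at 10 nM met test compounds for 15 min at room temperature. Substrate addition (50 nM final) began the reaction, which was monitored by fluorescence at 0 and 10 min.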
BLM helicase inh – Bloom syndrome helicase (human) inhibition; recombinant BLM DNA unwinding, fluorescence dequenching; Potency, µM (highest dose often 56.1 µM), for inactives: at the highest dose activity change, negative = inhibition, hits mostly inhibitors; hit rate 0.2% among 350,000; AID 2528;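 further: potency means the concentration at half of the fitted maximal effect; plate controls were vehicle for no effect and no enzyme for full effect; nearly all actives have a fitted effect of over 35% in size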
Target sequence (P54132 whole entry, looked up): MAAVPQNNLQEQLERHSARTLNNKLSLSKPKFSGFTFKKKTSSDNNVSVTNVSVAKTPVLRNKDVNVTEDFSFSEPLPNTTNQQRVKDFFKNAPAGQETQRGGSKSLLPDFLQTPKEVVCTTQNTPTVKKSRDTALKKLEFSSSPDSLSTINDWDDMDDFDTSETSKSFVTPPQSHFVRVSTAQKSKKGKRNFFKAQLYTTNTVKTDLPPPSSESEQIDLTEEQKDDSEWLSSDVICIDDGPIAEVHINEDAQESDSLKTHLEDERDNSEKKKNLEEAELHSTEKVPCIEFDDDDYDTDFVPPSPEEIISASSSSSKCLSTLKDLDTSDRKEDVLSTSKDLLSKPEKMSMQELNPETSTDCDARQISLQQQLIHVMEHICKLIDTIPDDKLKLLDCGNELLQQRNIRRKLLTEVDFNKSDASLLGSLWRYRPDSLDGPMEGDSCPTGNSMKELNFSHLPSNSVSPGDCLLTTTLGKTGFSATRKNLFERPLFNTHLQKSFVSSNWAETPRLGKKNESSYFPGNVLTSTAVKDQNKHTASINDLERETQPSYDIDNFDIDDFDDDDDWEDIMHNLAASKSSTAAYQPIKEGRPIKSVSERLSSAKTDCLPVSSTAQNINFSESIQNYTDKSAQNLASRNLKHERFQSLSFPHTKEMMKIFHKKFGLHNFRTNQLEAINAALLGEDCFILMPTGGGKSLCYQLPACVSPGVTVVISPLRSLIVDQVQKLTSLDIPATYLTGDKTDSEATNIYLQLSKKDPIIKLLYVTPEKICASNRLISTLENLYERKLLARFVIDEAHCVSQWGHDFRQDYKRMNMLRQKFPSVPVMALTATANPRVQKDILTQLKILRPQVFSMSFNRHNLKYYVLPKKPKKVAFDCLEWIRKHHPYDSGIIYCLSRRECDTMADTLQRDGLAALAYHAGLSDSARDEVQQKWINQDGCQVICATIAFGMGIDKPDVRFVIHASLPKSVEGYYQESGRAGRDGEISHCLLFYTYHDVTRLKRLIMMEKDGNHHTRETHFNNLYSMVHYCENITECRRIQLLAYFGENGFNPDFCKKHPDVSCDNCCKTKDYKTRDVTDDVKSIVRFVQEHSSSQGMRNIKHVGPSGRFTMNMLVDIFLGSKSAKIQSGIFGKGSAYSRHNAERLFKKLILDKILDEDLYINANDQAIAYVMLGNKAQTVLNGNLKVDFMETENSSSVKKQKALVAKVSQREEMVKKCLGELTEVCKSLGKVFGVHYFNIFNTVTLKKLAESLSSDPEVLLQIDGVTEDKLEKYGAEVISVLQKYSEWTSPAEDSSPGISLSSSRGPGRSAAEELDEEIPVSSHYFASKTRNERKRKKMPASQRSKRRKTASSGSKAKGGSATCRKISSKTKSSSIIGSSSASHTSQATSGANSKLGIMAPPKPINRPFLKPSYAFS
Apoferritin bind – binds horse apoferritin like a general anesthetic. apoferritin/1-aminoanthracene competitive binding, fluorescence. Potency, µM (series often up to 77.5 µM), inactives show top-dose activity change, negative = displacement, usual class: inhibitors. hit rate 0.074% among 350,000; further: potency means the concentration at half of the fitted maximal effect; on the % scale 0 is the no-effect control and ±100 the full control effect; nearly all actives have a fitted effect of over 20% in size
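Read-out: endpoint 1-AMA fluorescence, excitation 380 nm and emission 535 nm, after compounds sit 10 min at room temperature with 10 uM horse-spleen apoferritin in 50% saturated 1-AMA/PBS. Values come from four-parameter Hill fits.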
Active calls of the source: *; ? = inconclusive; · = not tested or not shown; & = joins results of further samples; [ ] = dose if it differs, or a comment. Unless noted, the call rests on the fitted dose curve; in most records, active means well fitted curve in the direction sought with a large enough effect; inconclusive means small, poorly fitted or top-dose-only effect, or another doubt; inactive means no such curve, though single readings can be large; an effect the other way counts as inactive or inconclusive.

Every second line gives: Glioma ERSR ind	POLB inh	APE1 inh	LDHA block	POLH inh	Pol iota inh	Pol kappa inh	BLM helicase inh	Apoferritin bind
COC(=O)c1ccc(S(=O)(=O)NCc2ccco2)o1
  -2.5%	-1.4%	3.5%	-4.9	-14.7%	17.4%	8.9%	-1.7%	-16.2%
COC(=O)CCC(=O)N(C)CC1CCCN(CCc2cccc(C(F)(F)F)c2)C1 (stereo not given)
  -4.3%	0.7%	29.3%	-8.4	-4.2%	20.5%	-1.5%	-7.3%	-12.6%
O=C1OC2(c3ccccc31)c1ccccc1-c1ccccc12
  -2.3%	·	·	-6.3	-7.7%	75.1%[activator]	-13.2%	·	·
Cc1ccccc1Nc1c(-c2ccc(N3CCOCC3)cc2)nc2ccc(Cl)cn12
  -1.3%	1.6%	·	1.8	-12.2%	14.9%	8.1%	-8.2%	106.7%[activator]
CCOC(=O)c1[nH]c(C)c(CN(Cc2ccco2)C(=O)C(F)(F)F)c1C
  -2.4%	-1.1%	-5.5%	-2.9	-15.5%	27.6%	-6.1%	-3.8%	-17.9%
O=C(CCc1nc2ccccc2c(=O)[nH]1)OCC(=O)N1CCc2ccccc21
  -5.4%	20.9%	19.5%	-2.6	-20.8%	129.0%[activator]	-5.8%	-10.0%	?
O=C(NNC(=O)c1ccc(F)cc1)c1ccncc1
  2.5%	-4.3%	0.9%	-3.1	-16.7%	35.5%	-6.6%	-0.7%	-1.8%
O=[N+]([O-])c1ccc(NN=Cc2cccc3ccccc23)cc1
  -1.1%	·	·	-9.1	7.6%	11.5%	4.1%	·	·
COc1ccc(C(=O)n2c(SC)nc3cc4c(cc32)OCCO4)cc1
  0.3%	1.3%	4.2%	-2.1	-13.0%	14.3%	1.5%	-2.3%	?
Cc1cccc(C(=O)OC(C)C(=O)Nc2ccc(S(=O)(=O)N3CCCC3)cc2)c1O (stereo not given)
  -3.9%	·	-9.0%	-6.1	-17.4%	-26.8%	-11.8%	·	·
CCCc1nc2sc3c(c2c(=O)n1NC(=O)CCC(=O)OC)CCCC3
  -0.4%	0.8%	2.1%	-1.0	1.0%	12.1%	-36.5%	-1.5%	-3.2%
CC1=CC(C)(C)N(C(=O)CN2C(=O)CCC2=O)c2ccccc21
  -6.7%	-0.3%	5.5%	-3.8	-1.8%	6.0%	0.5%	0.4%	-3.4%
CC(/C=C/c1ccccc1)=N/NC(=O)CNC(=O)c1ccc2c(c1)OCO2
  -4.7%	19.4%	-0.9%	-6.3	4.3%	-3.7%	-3.3%	-4.6%	?
CCc1ccc(N(C(=O)c2csnn2)C(C(=O)NC2CCCC2)c2cccnc2)cc1 (stereo not given)
  -2.8%	14.5%	-3.2%	-2.1	-2.1%	146.3%[activator]	-21.8%	0.8%	-4.9%
CC1CN(Cc2ccccc2)c2nc3c(c(=O)[nH]c(=O)n3C)n2C1 (stereo not given)
  -3.4%	-6.0%	-1.7%	-6.2	-8.9%	-4.2%[58.9 µM]	0.2%	-2.8%	-9.6%
COc1ccc(CNC(=O)CN2C(=O)NC3(CCCCCC3)C2=O)cc1
  -4.1%	·	-5.1%	-0.8	-9.3%	10.1%	-3.7%	·	·
COc1ccc(N2CCN(C(CNS(=O)(=O)c3cccs3)c3cccnc3)CC2)cc1 (stereo not given)
  -15.4%	2.8%	23.2%	-1.1	-2.3%	20.1%	-1.6%	-0.3%	-19.5%
CCN1C(=O)c2ccccc2S(=O)c2ccc(C(=O)N3CCN(c4ccccc4)CC3)cc21 (stereo not given)
  -1.2%	?	·	-2.4	-7.2%	-1.8%	0.9%	-0.3%	-13.0%
O=C(Cc1ccc(Cl)cc1)NCC(c1cccs1)S(=O)(=O)c1ccc(Cl)cc1 (stereo not given)
  1.5%	?	·	-2.0	-16.8%	13.5%	-7.8%[60.1 µM]	-12.5%	-4.6%
CN(C)CCNC(=O)C(=O)C1C(=O)Nc2ccccc21 (stereo not given)
  ·	-6.7%	-2.1%	·	·	·	·	-11.1%	-2.8%
C=CCNc1nc(-c2cccc(OC)c2O)nc2ccccc12
  -2.1%	22.8%	-4.3%	2.4	-0.1%	?	?	-8.2%	-14.9%
CCOC(=O)c1c(-c2ccc(-c3ccccc3)cc2)csc1NC(=O)CCN1CCOCC1
  -4.6%	-1.6%	-4.4%	0.9	-19.2%	5.9%	-16.4%	-13.5%	-8.0%
CN1CCCC1CCNS(=O)(=O)c1ccc(Br)cc1 (stereo not given)
  3.6%	19.3%	-20.5%	-5.9	-19.2%	21.8%	-0.3%	-4.4%	1.4%
CC(C)CCN=CC1=C(O)CC(c2ccccc2)CC1=O (stereo not given)
  3.4%	53.1%	-4.5%	-4.7	-7.0%	87.1%[activator]	3.5%	-4.7%	-7.8%
CC(=O)c1c(C)[nH]c(C(=O)OC(C)C(=O)Nc2cc(S(=O)(=O)N3CCCCC3)ccc2Cl)c1C (stereo not given)
  -0.6%	16.7%	-4.3%	-6.4	?	145.5%[activator]	-5.1%	-12.4%	-9.2%
Cc1nc2c(n1C1CCCCC1)C(=O)c1ccccc1C2=O
  -2.3%	0.8%	11.2%	27.4	-15.8%	-9.1%	1.5%	-2.1%	-13.6%
CCOc1ccc(C/C(N)=N/n2cnnc2)cc1
  -4.1%	23.1%	-3.0%	0.2	-13.2%	9.3%	-6.7%	-1.0%	4.0%
O=C(CN(CCO)c1ccccc1)NC12CC3CC(CC(C3)C1)C2
  -1.4%	9.3%	-5.8%	-2.3	?	11.8%	-7.3%	-3.8%	?
CNCCC=C1c2ccccc2CCc2ccccc21
  -12.2%&-2.9%&-5.3%&-4.6%&-5.2%	16.2%	-5.8%	-0.3	-10.7%	-26.4%	-4.5%[60.1 µM]	1.0%	-8.3%
CCc1c(C)nc2ncnn2c1Nc1ccc(C)cc1
  -5.1%	20.8%	12.3%	-7.2	-23.8%	153.9%[activator]	1.9%	-2.5%	-8.6%

Entries of single compounds, quoted from the list. Values in the order: Glioma ERSR ind	POLB inh	APE1 inh	LDHA block	POLH inh	Pol iota inh	Pol kappa inh	BLM helicase inh	Apoferritin bind
`COC(=O)c1ccc(S(=O)(=O)NCc2ccco2)o1` is listed as -2.5%	-1.4%	3.5%	-4.9	-14.7%	17.4%	8.9%	-1.7%	-16.2%
`CC(/C=C/c1ccccc1)=N/NC(=O)CNC(=O)c1ccc2c(c1)OCO2` is listed as -4.7%	19.4%	-0.9%	-6.3	4.3%	-3.7%	-3.3%	-4.6%	?

(cont.)
Every second line gives: Glioma ERSR ind	POLB inh	APE1 inh	LDHA block	POLH inh	Pol iota inh	Pol kappa inh	BLM helicase inh	Apoferritin bind
CCSc1ccccc1C(=O)NCc1cccnc1
  -3.4%	7.6%	1.6%	-11.8	0.9%	-5.6%	-4.5%	-1.0%	-6.7%
Cc1cc2c(=O)n(C)c(SCC(=O)Nc3cccc(F)c3)nc2s1
  -4.1%	2.5%	-2.2%	-2.6	-11.7%	-3.5%	-5.6%	1.9%	-4.6%
O=C(NCc1cccnc1)c1cccc(S(=O)(=O)Nc2cccc(Cl)c2)c1
  -6.3%	·	-1.4%	-3.7	-28.5%	9.3%	-12.7%	·	·
COC(=O)Cc1ccc(NC(=S)NC(C)(C)C)cc1
  9.0%	-1.2%	5.7%	-2.9	-15.8%	83.6%[activator]	1.6%	-2.9%	-10.7%
O=C(O)c1cccc2sc3cc(Cl)ccc3c(=O)c12
  -1.6%	·	-6.1%	-0.1	-15.8%	22.6%	0.2%	·	·
Cc1nn(-c2cccc(Cl)c2)c(Cl)c1/C=N/NC(=O)c1cccnc1
  1.2%	?	0.6%	-0.2	-7.4%	5.2%	4.8%	-12.0%	-13.1%
CCCCSc1ncc(C(=O)OCC)c(N)n1
  -4.6%	-13.7%	7.4%	-3.7	0.0%	?	-2.6%	-3.2%	-5.6%
O=C1CC(c2cccc(Cl)c2)CC(O)=C1C=NCCCO (stereo not given)
  -5.2%	0.2%	-4.3%	5.1	-8.4%	-7.5%	-0.1%	-7.2%	5.4%
CC(=C1C(=O)c2ccccc2C1=O)N1CCN(c2ccccn2)CC1
  -4.3%	0.9%	3.1%	6.1	-19.2%	10.8%	-5.4%	-5.1%	0.3%
CC(C)(C)C1CCc2c(sc(NC(=O)Cn3nnc(-c4ccccc4F)n3)c2C#N)C1 (stereo not given)
  -3.8%	0.0%	·	-2.3	-16.6%	-15.5%	-2.4%	-15.9%	-15.5%
CS(=O)(=O)Nc1ccc(C(=O)NCCSC2CCCCC2)cc1
  0.8%	2.8%	8.0%	6.0	-13.9%	4.7%[58.9 µM]	-0.2%	-1.8%	-23.1%
CCn1c(C)c(C)c2cc(C(=O)Nc3cccc(Cl)c3)ccc21
  3.5%	36.1%	7.4%	-5.9	-5.4%	0.4%	-17.8%	-11.6%	-6.0%
CC(NC(=O)C1CCCCC1)c1ccc2c(c1)OCCO2 (stereo not given)
  -4.7%	13.2%	14.8%	-6.5	7.6%	29.5%	0.0%	-11.4%	-2.2%
COc1ccc(Cc2noc(CN3CCNC(=O)CC3)n2)cc1OC
  -2.9%	35.0%	-4.4%	-1.9	-14.4%	27.2%	2.9%	-1.7%	-3.7%
COc1ccc(O)c(C2=Nc3ccccc3N=C(c3ccco3)C2)c1
  2.8%	35.5%[activator]	-0.2%	12.3	-0.3%	8.1%	-18.2%	-2.5%	-11.3%
C(=N\Nc1nc(-c2ccccc2)cs1)/c1cccs1
  0.7%	-14.4%	-1.5%	-5.3	3.2%	11.3%	-9.2%	-4.0%	-5.8%
CC1CC(C)(C)CC2(C1)NC(=O)N(CC(=O)N(C)Cc1nc3ccccc3c(=O)[nH]1)C2=O (stereo not given)
  -5.3%	·	1.4%	-3.7	-10.1%	13.2%	-2.1%	·	·
CC1CN(C(=S)SCCN2Cc3ccccc3C2=O)CC(C)O1 (stereo not given)
  -4.3%	37.2%	-3.4%	-4.6	-10.9%	31.2%	-12.8%	-11.0%	2.1%
COc1ccc(CNC(=O)CN2CCC(C(=O)c3ccc(OC)cc3)CC2)cc1
  -7.1%	0.3%	-3.8%	-2.5	-6.8%	-1.2%[58.9 µM]	-1.5%	0.8%	-15.0%

This is a subset, so the mix of outcomes need not match the whole.
